Pol iota inh: inhibitors of human DNA polymerase iota. Q9UNA4. Pol iota fluorescent replication assay, 10 min. Potency, µM (highest dose often 115 µM), for the others: at the highest dose activity, negative = inhibition, usual class: inhibitors. 1% of 390,000 active
Target sequence (Q9UNA4 whole entry, looked up): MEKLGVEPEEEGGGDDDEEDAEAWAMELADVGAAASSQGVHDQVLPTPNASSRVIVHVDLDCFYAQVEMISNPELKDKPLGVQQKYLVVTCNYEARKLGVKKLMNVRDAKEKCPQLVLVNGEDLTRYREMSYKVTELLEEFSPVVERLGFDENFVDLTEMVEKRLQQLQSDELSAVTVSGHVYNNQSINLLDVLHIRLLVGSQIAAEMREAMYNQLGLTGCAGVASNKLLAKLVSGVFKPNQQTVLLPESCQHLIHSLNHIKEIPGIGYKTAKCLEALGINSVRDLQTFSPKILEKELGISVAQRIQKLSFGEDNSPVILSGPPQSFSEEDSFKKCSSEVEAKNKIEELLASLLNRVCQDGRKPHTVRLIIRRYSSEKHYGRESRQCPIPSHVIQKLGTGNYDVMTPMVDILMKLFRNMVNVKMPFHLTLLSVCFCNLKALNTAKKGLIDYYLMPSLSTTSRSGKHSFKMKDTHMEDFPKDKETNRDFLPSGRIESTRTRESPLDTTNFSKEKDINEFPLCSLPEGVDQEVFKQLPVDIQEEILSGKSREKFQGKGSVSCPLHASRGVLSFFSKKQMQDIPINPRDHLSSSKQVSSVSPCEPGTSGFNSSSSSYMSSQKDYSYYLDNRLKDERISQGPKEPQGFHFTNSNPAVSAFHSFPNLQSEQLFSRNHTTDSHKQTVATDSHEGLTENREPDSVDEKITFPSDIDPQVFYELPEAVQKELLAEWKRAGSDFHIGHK
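Pol iota at 10 nM preincubated 15 min with compounds at room temperature; reaction started with fluorescent substrate, 50 nM final. Fluorescence read kinetically at 0 and 10 min; buffer-only wells as negative control.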
GLS inh: glutaminase GLS (human) inhibition; O94925; 0.21% of 410,000 active; Potency, µM (doses to about 45.5 µM), without a hit: at the highest dose activity change, negative = inhibition, usual class: inhibitors; GLS enzymatic activity, qHTS titration; further: on the % scale 0 is the no-effect control and ±100 the full control effect
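hKGA; 45 mM KH2PO4 pH 8.2 + 0.02% Tween-20; cpd via pin tool; 1 mM Gln soln; GluOx/HRP/Amplex Red; RT 30 min; fluor. t0 & final.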
HP1b binding inh: inhibitors of HP1-beta chromodomain binding to methylated histone tails. P83916. AlphaScreen HP1-beta / biotin-H3K9me3 peptide binding. Potency, µM (top dose mostly 114 µM), inactives show top-dose activity change, negative = inhibition, hits mostly inhibitors. 0.56% of 390,000 active; further: nearly all actives have a fitted effect of over 70% in size; inactives centre near 23
Target sequence (P83916 whole entry, looked up): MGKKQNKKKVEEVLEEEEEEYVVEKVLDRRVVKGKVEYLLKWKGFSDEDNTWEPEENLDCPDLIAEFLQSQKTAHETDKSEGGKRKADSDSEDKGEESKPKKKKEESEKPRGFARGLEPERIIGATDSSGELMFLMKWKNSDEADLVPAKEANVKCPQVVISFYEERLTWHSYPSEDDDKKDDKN
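HP1-beta protein (50 nM final) preincubated 30 min at room temperature with biotinylated H3(1-18)K9me3 peptide (50 nM) in PBS pH 7.4, 0.01% Tween-20, then compound added for 30 min. AlphaScreen streptavidin donor/nickel chelate acceptor beads (10 ug/mL final), 30 min dark, luminescence read.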
BAZ2B inh: BAZ2B (human) inhibition | AlphaScreen BAZ2B-H3K14Ac peptide displacement | Potency, µM (series often up to 114 µM), for inactives: at the highest dose activity change, negative = inhibition, most hits filed as inhibitors | 4.4% of 360,000 active | AID 504333; further: on the % scale 0 is the no-effect control and ±100 the full control effect; nearly all actives have a fitted effect of over 60% in size
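Inhibition is scored as reduced AlphaScreen emission. The BAZ2B/b-H3(5-23)K14Ac complex (50 nM each) in PBS pH 7.4, 0.01% Tween-20 meets compound (up to 110 uM) for 30 min at RT before bead addition.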
BLM helicase inh: inhibitors of human Bloom syndrome helicase BLM; P54132; recombinant BLM DNA unwinding, fluorescence dequenching; Potency, µM (titrated, usually from 56.1 µM), for inactives: at the top dose activity change, negative = inhibition, hits mostly inhibitors; 0.2% of 350,000 active; AID 2528;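 further: plate controls were vehicle for no effect and no enzyme for full effect; nearly all actives have a fitted effect of over 35% in size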
G9a block: G9a (human) methyltransferase inhibition | G9a H3K9 monomethylation, AlphaScreen, 2 h | Potency, µM (titrated, usually from 102 µM), without a hit: at the top dose activity, negative = inhibition, actives largely listed as inhibitors | 8.8% of 350,000 active | AID 504332; further: on the % scale 0 is the no-effect control and ±100 the full control effect; nearly all actives have a fitted effect of over 75% in size
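Using a bead-based AlphaScreen, monomethylated H3K9 product from 2 h room-temperature reactions (G9a 20 nM, peptide 500 nM, SAM 20 uM) was detected with 0.5 ug/mL rabbit anti-H3K9me1 antibody.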
Pin1 inh: inhibitors of human Pin1; Q13526; Pin1 FP peptide displacement, HiFluor488, 10 min; Potency, µM (doses to about 115 µM), for inactives: at the highest dose activity, negative = inhibition, most hits filed as inhibitors; 0.009% of 390,000 active; AID 504891; active means well fitted inhibition curve with a large enough effect in the polarisation, with a control signal flat, not every such curve was filed as active; inconclusive means small, poorly fitted or top-dose-only effect, or effect the other way, or a change in a side signal; inactive means no such curve, though single readings can be large or run the other way; the % refers to the polarisation; further: on the % scale 0 is the no-effect control and ±100 the full control effect
Target sequence (Q13526 whole entry, looked up): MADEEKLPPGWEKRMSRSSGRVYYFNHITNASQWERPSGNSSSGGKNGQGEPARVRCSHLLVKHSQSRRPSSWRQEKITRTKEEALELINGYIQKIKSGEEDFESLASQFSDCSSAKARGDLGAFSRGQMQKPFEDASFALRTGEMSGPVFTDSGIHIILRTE
JMJD2A Tudor inh: inhibitors of human JMJD2A Tudor domain. O75164. Potency, µM (highest dose often 114 µM), without a hit: top-dose activity change, negative = inhibition, usual class: inhibitors. AID 504339. AlphaScreen JMJD2A-Tudor / H3K4me3 peptide binding. 4.4% of 390,000 active; further: on the % scale 0 is the no-effect control and ±100 the full control effect; nearly all actives have a fitted effect of over 50% in size
PGK inhibitor: T. brucei PGK inhibition. P07378. PGK/GAPDH coupled, Kinase-Glo luminescence, 60 min. Potency, µM (top dose mostly 57.5 µM), for inactives: at the highest dose activity change, negative = inhibition, usual class: inhibitors. 0.043% of 380,000 active. AID 602233; further: on the % scale 0 is the no-effect control and ±100 the full control effect; nearly all actives have a fitted effect of over 60% in size
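Luminescent ATP detection (Kinase-Glo Plus) follows a 60-minute room-temperature incubation, with wells lacking PGK as controls. Buffer: 100 mM TEA (pH 7.6), 5 mM MgCl2, 0.01% Tween-20. Coupling enzyme GAPDH (100 nM final) supplies unstable 1,3-BPG in-well.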
An asterisk follows results filed as active; i = inactive; u = inconclusive; x = no result given; & = joins results of further samples; [ ] = another dose, or the depositor's remark. Unless noted, the call rests on the fitted dose curve; in most records, active means well fitted curve in the direction sought with a large enough effect; inconclusive means small, poorly fitted or top-dose-only effect, or another doubt; inactive means no such curve, though single readings can be large; an effect the other way counts as inactive or inconclusive. Potency means the concentration at half of the fitted maximal effect.

SMILES	Pol iota inh	GLS inh	HP1b binding inh	BAZ2B inh	BLM helicase inh	G9a block	Pin1 inh	JMJD2A Tudor inh	PGK inhibitor
O=C(CNS(=O)(=O)c1ccc(Br)s1)NCc1ccc2c(c1)OCO2	-1%	-2%	4%	-7%	-4%	-36%[59 µM]	-5%	-22%	-1%
C#CCOCCOCCOCCNc1nc(N2CCN(C(=O)Cn3cc(CCCCN)nn3)CC2)nc(N2CCN(C(=O)[C@H]([C@@H](C)CC)n3cc(CCCN=C(N)N)nn3)CC2)n1	u	-8%	32%	-27%	x	-4%[2.33 µM]	2%	-18%	-7%
COc1ccc(CC(=O)N2CCN(S(=O)(=O)c3cccs3)CC2)cc1OC	18%	1%	18%	-3%	1%	-3%	9%	-14%	-4%
O=C(N/N=C/c1ccco1)C1CC1	18%	2%	39%	-2%	-15%	-10%[59 µM]	-3%	-3%	0%
COc1ccc(OC)c(NC(=O)CSc2nnc(-c3ccco3)n2-c2ccccc2)c1	u	9%	-2%	u	-5%	2%[12.7 µM]	5%	u	x
CCOC(=O)c1c(NC(=S)NC(=O)c2cnn(CC)c2)sc2c1CCC(C)C2 (stereo unspecified)	8%	11%	2%	-3%	-4%	x	-3%	-13%	i
CC(=O)c1cccc(NC(=O)c2noc3c2CCc2ccccc2-3)c1	15%	-7%	8%[57 µM]	-6%	-1%	-3%[59 µM]	-7%	-9%	-1%
COc1ccc(NC(=O)CCn2c(=O)c3cccn3c3ccccc32)cc1	12%	6%	33%	-5%	0%	x	-10%	-15%	-7%
Cn1c(=O)oc2cc(S(=O)(=O)NCc3ccc(F)cc3)ccc21	15%	0%	47%[activator]	-9%	1%	11%	u	-5%	0%
CC(C)c1nnc(NC(=O)Cn2nc(-c3ccc4c(c3)OCCO4)ccc2=O)s1	u	1%	6%	13%	1%	2%[2.33 µM]	5%	-15%	-9%
CCOCCCNC(=O)N[C@@H](C)C(=O)OC	13%	6%	39%	2%	1%	-2%	-7%	2%	-9%
CCc1nn(CC(=O)N2CCN(c3cccc(C(F)(F)F)c3)CC2)c(=O)c2cccn12	18%	2%	17%	71µM*	182%[activator]	-35%[59 µM]	1%	u	5%
COc1ccc(C)cc1S(=O)(=O)NC(C)C(=O)Nc1ccc2c(c1)OCO2 (stereo unspecified)	u	-6%	18%	-14%	-5%	-9%	2%	1%	-6%
Cn1nc(C(F)(F)F)c(-c2ccccc2)c1NC(=O)c1ccco1	1%	2%	40%[activator]	-2%	-8%	-1%	1%	-10%	7%
CN(C(=O)c1c[nH]c(=O)cc1C(F)(F)F)c1ccc(Cl)cc1	28%	3%	40%[activator]	-32%	-7%	1%[59 µM]	0%	-11%	-5%
CC1CCC2(CC1)NC(=O)N(CC(=O)N1CCN(C(=O)c3cccs3)CC1)C2=O (stereo unspecified)	13%	2%	55%[activator]	-5%	x	20%[12.7 µM]	9%	-13%	8%
Cc1ccc(C2=CSC3=NCCN23)c(C)c1	13%	19%	22%	3%	3%	u	2%	u	-6%
Cc1ccc(C(=O)Nc2nnc(S(=O)(=O)N3CCc4ccccc43)s2)cc1	15%	6%	27%	3%	1%	7%[59 µM]	-1%	-3%	-3%
CCOCC(=O)Nc1nnc(COC)s1	3%	-23%	7%	2%	0%	19%[59 µM]	-5%	-20%	-4%
OC(CC#CCN1CCCCC1)(c1ccccc1)c1ccccc1	104%[activator]	-4%	30%	-1%	-4%	-10%	1%	-15%	i
Cc1ccc(NC(=O)N(O)C2CCCCC2C#N)cc1 (stereo unspecified)	29%	10%	41%[activator]	x	x	x	-1%	-8%	2%
Cc1ccnc(NC(=O)CCC(=O)N(CC(=O)NC2CCCCC2)c2ccc3c(c2)OCO3)c1	17%	20%	6%	8%	-2%	u	3%	-7%	1%
CCC(c1nnnn1Cc1ccccc1)N1CCN(c2ccccc2)CC1 (stereo unspecified)	116%[activator]	-14%	8%	-14%	-5%	-10%[12.7 µM]	8%	-24%	-2%
CCc1ccc(NC(=O)c2ccc(C3SCC(=O)N3CCc3ccccc3)cc2)cc1 (stereo unspecified)	-13%	0%	23%	-2%	-9%	-4%[12.7 µM]	-5%	-7%	-3%

6 structures out of the list, arranged by SMILES length, descending:
SMILES	Pol iota inh	GLS inh	HP1b binding inh	BAZ2B inh	BLM helicase inh	G9a block	Pin1 inh	JMJD2A Tudor inh	PGK inhibitor
Cc1ccnc(NC(=O)CCC(=O)N(CC(=O)NC2CCCCC2)c2ccc3c(c2)OCO3)c1	17%	20%	6%	8%	-2%	u	3%	-7%	1%
CCc1ccc(NC(=O)c2ccc(C3SCC(=O)N3CCc3ccccc3)cc2)cc1 (stereo unspecified)	-13%	0%	23%	-2%	-9%	-4%[12.7 µM]	-5%	-7%	-3%
COc1ccc(C)cc1S(=O)(=O)NC(C)C(=O)Nc1ccc2c(c1)OCO2 (stereo unspecified)	u	-6%	18%	-14%	-5%	-9%	2%	1%	-6%
Cn1nc(C(F)(F)F)c(-c2ccccc2)c1NC(=O)c1ccco1	1%	2%	40%[activator]	-2%	-8%	-1%	1%	-10%	7%
CCC(c1nnnn1Cc1ccccc1)N1CCN(c2ccccc2)CC1 (stereo unspecified)	116%[activator]	-14%	8%	-14%	-5%	-10%[12.7 µM]	8%	-24%	-2%
Cc1ccc(C2=CSC3=NCCN23)c(C)c1	13%	19%	22%	3%	3%	u	2%	u	-6%

Continued.
SMILES	Pol iota inh	GLS inh	HP1b binding inh	BAZ2B inh	BLM helicase inh	G9a block	Pin1 inh	JMJD2A Tudor inh	PGK inhibitor
NCCNCCNCCN	-18%	0%&0%	45%[activator]	u	-11%&40%	3%	0%	-33%	3%
Cc1nc2ccccn2c1C(=O)N/N=C/c1ccccc1Cl	172%[activator]	-4%	38%	-2%	-4%	21%	6%	-5%	4%
CC(SCc1cc(=O)n2c([nH]c3ccccc32)c1C#N)C(=O)O (stereo unspecified)	u	u	u	x	1%	u	u	u	-9%
O=C1Nc2ccccc2C(O)(C(=O)NCc2ccco2)N1c1ccccc1 (stereo unspecified)	8%	-1%	23%	6%	-1%	-4%[12.7 µM]	-9%	-22%	0%
CC(C)=NOCC(=O)Nn1c(COc2c(C)cccc2C)nc2ccccc2c1=O	59%[activator]	17%	-5%	4%	0%	-5%	1%	-12%	-5%
CCn1c2ccc(C)cc2c2nnc(NN)nc21	18%	u	21%	u	-17%	50µM*	0%	u	i
N=C(N)Sc1nc(N2CCCCC2)nc(N2CCCCC2)n1	22%	3%	30%	79µM*	3%	9%[12.7 µM]	-3%	-14%	-9%
COc1cccc(CNC(=O)C2CCC(CNS(=O)(=O)c3cccc4nsnc34)CC2)c1 (stereo unspecified)	-1%	1%	43%[activator]	-23%	-2%	u	5%	-16%	-8%
Cc1nc(N2CCC(C)CC2)c2c(C)c(C(=O)Nc3cccc(C(F)(F)F)c3)sc2n1	19%	0%	24%	7%	-13%	-26%	1%	-9%	2%
Cc1cc2occ(CC(=O)NCc3cccs3)c2cc1C(C)C	16%	2%	22%	3%	-11%	-13%[59 µM]	0%	-7%	-5%
O=C(NCc1ccccc1)c1ccc(CS(=O)(=O)Cc2ccc(F)cc2)o1	-15%	0%	30%	-3%	-4%	27%	6%	-12%	5%
O=C(NCc1ccc2c(c1)OCO2)c1cc(-c2ccccc2Cl)on1	-4%	0%	24%	3%	-8%	31%	2%	7%	-10%
Cc1c(Cl)cccc1N1C(=O)C(N2C(=O)c3cccc([N+](=O)[O-])c3C2=O)C1c1cccs1 (stereo unspecified)	-2%	31%	-16%	-30%[57.1 µM]	-5%	6%	3%	-25%	-10%[11.5 µM]
CNC(=O)c1cc(Cl)c(OC)c(OC)c1	7%	-21%	u	-1%	2%	7.9µM*	1%	-35%	0%
CCC(CO)Nc1ncnc2onc(-c3ccc(F)cc3)c12 (stereo unspecified)	7%	13%	35%[activator]	9%	-1%	24%	-4%	-5%	-1%
CCN(CC(=O)Nc1ccccc1OC)C(=O)CN1C(=O)NC2(CCCC2)C1=O	51%[activator]	-19%	23%	-1%	x	-20%[59 µM]	-5%	1%	-8%
CC(=O)N1CCc2cc(S(=O)(=O)CCC(=O)O)ccc21	5%	11%	19%	-24%	2%	u	1%	-5%	-8%
CSCCC1NC(=S)N(Cc2ccccc2)C1=O (stereo unspecified)	-6%	-11%	46%[activator]	-11%	-6%	6%	-2%	-15%	5%
COc1ccc(-c2c(-c3ccsc3)oc3ccc(N4CCOCC4)cc23)cn1	28%	7%	11%	x	x	x	u	u	i
CS(=O)(=O)N1CCc2cc(C(=O)N3CCCCC3)ccc21	13%	-1%	27%	18%	0%	-1%[59 µM]	-2%	-17%	-3%
Cc1cc(C)cc(Oc2nc3c(C)cccn3c(=O)c2/C=C(\C#N)C(=O)NC2CCS(=O)(=O)C2)c1 (stereo unspecified)	13%	17%	21%	3%	-14%	-1%[59 µM]	4%	-11%	10%
CN(C)S(=O)(=O)c1cccc(C(=O)Nc2cc(S(=O)(=O)N3CCOCC3)ccc2N2CCCC2)c1	9%	-4%	u	x	x	x	5%	-19%	-3%
CCc1ccccc1NC(=O)C1CCCN1C(=O)NCc1ccccc1 (stereo unspecified)	127%[activator]	11%	-2%	7%	-1%	26%	-2%	-6%	-3%
COc1ccc(CCN(C)C(=O)CSc2nccn2C)cc1OC	51%[activator]	2%	25%	-28%	-6%	u	1%	-9%	4%
CCC(OC(=O)C(C)N1C(=O)C(=O)c2ccccc21)C(=O)Nc1ccccc1OC (stereo unspecified)	44%[activator]	-2%	-6%	-23%	-5%	-10%	0%	-12%	4%
O=S1(=O)c2ccccc2N(Cc2ccc(Cl)cc2F)c2ccccc21	23%	-7%	28%	-14%	-6%	10%[59 µM]	19%	-16%	-1%
O=[N+]([O-])c1cccc(COc2ccccc2CN2CCCCC2)c1	12%	1%	1%	x	x	x	0%	-33%	-6%
O=C(NCCc1ccccc1)c1ccc(CSc2nc3ccncc3n2Cc2ccc(F)cc2)cc1	16%	-7%	45%	-8%	-4%	2%[59 µM]	23%	-11%	1%
CCc1ccc(NC(=O)C(C)OC(=O)c2ccc(-n3cnnn3)cc2)cc1 (stereo unspecified)	26%	23%	0%	-2%	x	u	-1%	-14%	3%

Compound activity from PubChem.

An excerpt, so the mix of outcomes need not match the whole.
